# AmpC no deterg: qHTS Inhibitors of AmpC Beta-Lactamase (assay without detergent); AmpC nitrocefin hydrolysis, absorbance 480 nm, 0.0001% Triton; P00811; 0.52% of 330,000 active; Potency, µM (top dose mostly 57.1 µM), for inactives: at the top dose activity change, negative = inhibition, hits mostly inhibitors;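 note: potency is the fitted concentration of half-maximal effect; plate controls were no compound for no effect and no enzyme for full effect; nearly all actives have a fitted effect of over 20% in size; some results filed as inactive show a strong effect at the top dose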
# Target sequence (P00811 whole entry, looked up): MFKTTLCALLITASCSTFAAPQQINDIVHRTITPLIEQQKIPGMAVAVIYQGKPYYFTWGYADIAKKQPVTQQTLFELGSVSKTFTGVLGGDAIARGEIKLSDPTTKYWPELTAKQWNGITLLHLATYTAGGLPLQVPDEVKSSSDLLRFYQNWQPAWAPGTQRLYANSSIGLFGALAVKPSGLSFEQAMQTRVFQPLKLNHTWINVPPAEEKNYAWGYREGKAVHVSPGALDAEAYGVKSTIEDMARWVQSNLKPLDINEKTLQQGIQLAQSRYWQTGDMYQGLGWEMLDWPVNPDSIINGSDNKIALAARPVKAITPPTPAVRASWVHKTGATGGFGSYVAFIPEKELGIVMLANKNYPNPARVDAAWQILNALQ
#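 20 mM phosphate pH 7.0 + 0.01% (detergent screen) or 0.0001% Triton X-100; 5.3 nM AmpC reagent; cpd preinc 15 min RT; nitrocefin (800 uM stock) to start; A480 q20 s × 4 min; Activity was normalised to no-enzyme and no-compound control wells.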
# Giardia FBPA inh: qHTS Assay for Inhibitors of Fructose-1,6-bisphosphate Aldolase from Giardia Lamblia; A8B2U2; purified Giardia FBPA; Potency, µM (titrated, usually from 59.6 µM), for inactives: at the top dose activity, negative = inhibition, usual class: inhibitors; 0.71% of 290,000 active; note: potency is the fitted concentration of half-maximal effect; nearly all actives have a fitted effect of over 55% in size
# Target sequence (A8B2U2 whole entry, looked up): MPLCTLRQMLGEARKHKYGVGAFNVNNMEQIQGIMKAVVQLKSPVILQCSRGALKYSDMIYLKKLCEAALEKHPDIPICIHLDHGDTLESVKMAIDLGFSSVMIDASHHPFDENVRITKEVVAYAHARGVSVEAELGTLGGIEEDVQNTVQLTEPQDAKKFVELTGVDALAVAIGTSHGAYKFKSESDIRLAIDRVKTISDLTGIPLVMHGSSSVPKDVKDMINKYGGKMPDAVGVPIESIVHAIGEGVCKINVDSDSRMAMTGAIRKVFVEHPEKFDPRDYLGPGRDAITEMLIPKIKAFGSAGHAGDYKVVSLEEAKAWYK
#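 40 nM FBPA preincubated 10 min at RT with compound (up to 57.5 uM final), then substrate plus GAPDH/TPI/NAD/arsenate coupling and diaphorase/resazurin added. Fluorescence read after 20 min at RT, 525/598 nm.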
# Sm TGR inh: qHTS Assay for the Inhibitors of Schistosoma Mansoni Peroxiredoxins. Schistosoma mansoni thioredoxin glutathione reductase (TGR), Q962Y6. purified TGR, DTNB reduction, TNB absorbance 405 nm. Potency, µM (series often up to 114 µM), without a hit: at the top dose activity change, negative = inhibition, actives largely listed as inhibitors. 3% of 360,000 active; note: potency is the fitted concentration of half-maximal effect; nearly all actives have a fitted effect of over 60% in size
#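 Kinetic colorimetric format: TGR-catalysed, NADPH-driven DTNB reduction monitored via TNB absorbance. Enzyme dispensed at 20 nM; compound exposure 15 min at room temperature before reaction start.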
# HCV inhibitor: qHTS Assay for Inhibitors of Hepatitis C Virus (HCV) | 3.4% of 340,000 active | Potency, µM (highest dose often 41.8 µM), inactives show at the top dose activity change, negative = inhibition, actives largely listed as inhibitors | AID 651820, 2012 | Huh7.5.1 HCVcc-Cre infection, luciferase reporter, 44 h; note: potency is the fitted concentration of half-maximal effect
#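 After 44 h co-culture of compound, cells and HCVcc-Cre (~0.5 moi), substrate is added for 15 min at room temperature and luciferase measured over 15 sec. Cells were seeded at 1,000/well and pre-cultured 4 h.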
# HCMV inh: qHTS Assay for inhibitors of the human cytomegalovirus (HCMV). HFF cells, HCMV-luciferase reporter, 72 h; active compounds read low. activity change, negative = inhibition, % at 57.5 µM. 4.5% of 410,000 active; in the data active = activity change below about -60%; inconclusive = no clear call, values can overlap the other calls; inactive = above about -39%
#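 Compounds were evaluated in HFFs infected with an HCMV luciferase reporter virus (MOI 1 PFU/cell). Luciferase in lysates collected 72 h post infection served as the replication measure.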
# AmpC inh detg: qHTS Inhibitors of AmpC Beta-Lactamase (assay with detergent) | Potency, µM (top dose mostly 114 µM), for the others: top-dose activity change, negative = inhibition, actives largely listed as inhibitors | AID 485294, 2010 | P00811 | 0.041% of 370,000 active | AmpC hydrolysis of nitrocefin, absorbance 480 nm, 0.01% Triton;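 note: potency is the fitted concentration of half-maximal effect; 0% = no-compound wells and -100% = no-enzyme wells; nearly all actives have a fitted effect of over 25% in size; some results filed as inactive show a strong effect at the top dose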
#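 20 mM phosphate pH 7.0 + 0.01% (detergent screen) or 0.0001% Triton X-100; 5.3 nM AmpC reagent; cpd preinc 15 min RT; nitrocefin (800 uM stock) to start; A480 q20 s × 4 min; Activity was normalised to no-enzyme and no-compound control wells.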
# An asterisk follows results filed as active; ? = inconclusive; nt = not tested or not shown; & = joins results of further samples; [ ] = dose if it differs, or a comment. Unless noted, calls come from the whole dose curve; as a rule, active = well fitted curve in the direction sought with a large enough effect; inconclusive = small, poorly fitted or top-dose-only effect, or another doubt; inactive = no such curve, though single readings can be large; an effect the other way counts as inactive or inconclusive. Unless noted, % is set by controls: 0 for no effect and ±100 for the full control effect.
# Letters: A = AmpC no deterg; B = Giardia FBPA inh; C = Sm TGR inh; D = HCV inhibitor; E = HCMV inh; F = AmpC inh detg
1	COc1ccc(Br)cc1CNC(=O)c1ccc(-n2c(C)cc3c2CCC(C)C3)cc1 (centres undefined)
  A: nt	B: nt	C: -25%	D: nt	E: -24	F: 16%

2	Nc1nnc(CCc2ccccc2)s1
  A: -24%	B: -1%	C: 4%	D: 20%	E: -18	F: -18%

3	COc1cc(NC(=O)c2cc3nc(-c4ccc(C)cc4)cc(C(F)(F)F)n3n2)cc(OC)c1OC
  A: nt	B: nt	C: -11%	D: nt	E: -4	F: 3%

4	CCC(=O)OCC(=O)Nc1cc([N+](=O)[O-])ccc1Cl
  A: -5%	B: -1%	C: -3%	D: 1%	E: -5	F: -5%

5	Cn1cccc1-c1cc(C(=O)N/N=C/c2cc(Br)ccc2O)[nH]n1
  A: -40%	B: 2%	C: -11%	D: 5µM*	E: -95*	F: 4%

6	Cc1ccc(-c2noc(CCC(=O)NCc3ccco3)n2)cc1
  A: 4%	B: -1%	C: ?	D: nt	E: -20	F: 0%

7	Cc1ccccc1S(=O)(=O)Cc1ccc(C(=O)N2CCN(c3cccc(Cl)c3)CC2)o1
  A: nt	B: nt	C: 3%	D: nt	E: -32	F: ?

8	CCOC(=O)n1cc(C(=O)c2ccccc2O)cn1
  A: -6%	B: -1%	C: -9%	D: 3%	E: 20	F: ?

9	COc1ccccc1CNS(=O)(=O)c1ccc2c(c1)N(C(C)=O)CCO2
  A: 5%	B: -12%	C: -10%	D: 4%	E: -29	F: 8%

10	COc1ccc(/C=N/NC(=O)C(=O)NCc2cccnc2)cc1
  A: -17%	B: 1%	C: ?	D: 2%	E: -4	F: ?

11	O=C1/C(=C/c2ccc([N+](=O)[O-])cc2)CCc2ccccc21
  A: -33%	B: -6%	C: -2%	D: nt	E: nt	F: -1%

12	O=C(O)C1(P(=O)(c2ccc(Cl)cc2)c2ccc(Cl)cc2)CCCC1
  A: -3%	B: 16%	C: nt	D: 19%	E: -12	F: -7%

13	CC(=O)N1CCN(c2ccc(Nc3nc(C)nc4c3oc3ccccc34)cc2)CC1
  A: 92%	B: -20%	C: 30%	D: ?	E: -20	F: -19%

14	CC(C)Nc1nc(NC(C)C)nc(N(C)n2cnnc2)n1
  A: -12%	B: 6%	C: 17%	D: 3%	E: 36	F: 2%

15	CCn1c(=O)c([N+](=O)[O-])c(NC2CCS(=O)(=O)C2)c2ccccc21 (centres undefined)
  A: -8%	B: 6%	C: -10%	D: 3%	E: -16	F: -5%

# 14 compounds from above, ordered by SMILES length, lowest first.
# Letters: A = AmpC no deterg; B = Giardia FBPA inh; C = Sm TGR inh; D = HCV inhibitor; E = HCMV inh; F = AmpC inh detg
2	Nc1nnc(CCc2ccccc2)s1
  A: -24%	B: -1%	C: 4%	D: 20%	E: -18	F: -18%

8	CCOC(=O)n1cc(C(=O)c2ccccc2O)cn1
  A: -6%	B: -1%	C: -9%	D: 3%	E: 20	F: ?

14	CC(C)Nc1nc(NC(C)C)nc(N(C)n2cnnc2)n1
  A: -12%	B: 6%	C: 17%	D: 3%	E: 36	F: 2%

6	Cc1ccc(-c2noc(CCC(=O)NCc3ccco3)n2)cc1
  A: 4%	B: -1%	C: ?	D: nt	E: -20	F: 0%

10	COc1ccc(/C=N/NC(=O)C(=O)NCc2cccnc2)cc1
  A: -17%	B: 1%	C: ?	D: 2%	E: -4	F: ?

4	CCC(=O)OCC(=O)Nc1cc([N+](=O)[O-])ccc1Cl
  A: -5%	B: -1%	C: -3%	D: 1%	E: -5	F: -5%

11	O=C1/C(=C/c2ccc([N+](=O)[O-])cc2)CCc2ccccc21
  A: -33%	B: -6%	C: -2%	D: nt	E: nt	F: -1%

9	COc1ccccc1CNS(=O)(=O)c1ccc2c(c1)N(C(C)=O)CCO2
  A: 5%	B: -12%	C: -10%	D: 4%	E: -29	F: 8%

12	O=C(O)C1(P(=O)(c2ccc(Cl)cc2)c2ccc(Cl)cc2)CCCC1
  A: -3%	B: 16%	C: nt	D: 19%	E: -12	F: -7%

13	CC(=O)N1CCN(c2ccc(Nc3nc(C)nc4c3oc3ccccc34)cc2)CC1
  A: 92%	B: -20%	C: 30%	D: ?	E: -20	F: -19%

1	COc1ccc(Br)cc1CNC(=O)c1ccc(-n2c(C)cc3c2CCC(C)C3)cc1 (centres undefined)
  A: nt	B: nt	C: -25%	D: nt	E: -24	F: 16%

15	CCn1c(=O)c([N+](=O)[O-])c(NC2CCS(=O)(=O)C2)c2ccccc21 (centres undefined)
  A: -8%	B: 6%	C: -10%	D: 3%	E: -16	F: -5%

7	Cc1ccccc1S(=O)(=O)Cc1ccc(C(=O)N2CCN(c3cccc(Cl)c3)CC2)o1
  A: nt	B: nt	C: 3%	D: nt	E: -32	F: ?

3	COc1cc(NC(=O)c2cc3nc(-c4ccc(C)cc4)cc(C(F)(F)F)n3n2)cc(OC)c1OC
  A: nt	B: nt	C: -11%	D: nt	E: -4	F: 3%

# Reprinted at random: 2 records from the list.
# Letters: A = AmpC no deterg; B = Giardia FBPA inh; C = Sm TGR inh; D = HCV inhibitor; E = HCMV inh; F = AmpC inh detg
4	CCC(=O)OCC(=O)Nc1cc([N+](=O)[O-])ccc1Cl
  A: -5%	B: -1%	C: -3%	D: 1%	E: -5	F: -5%

1	COc1ccc(Br)cc1CNC(=O)c1ccc(-n2c(C)cc3c2CCC(C)C3)cc1 (centres undefined)
  A: nt	B: nt	C: -25%	D: nt	E: -24	F: 16%

# (continued)
# Letters: A = AmpC no deterg; B = Giardia FBPA inh; C = Sm TGR inh; D = HCV inhibitor; E = HCMV inh; F = AmpC inh detg
16	CCNc1ccc(S(=O)(=O)N(C)C)cc1NCC(=O)Nc1ccc(F)c(Cl)c1
  A: -32%	B: -4%	C: 6%	D: ?	E: -75*	F: -4%

17	CCOC(=O)c1c(CN2CCOCC2)n(C)c2cc(Br)c(O)c(CN(C)C)c12
  A: 72%&-5%[activator]	B: ?	C: ?	D: ?	E: -10&-19	F: 7%&-14%

18	COc1cc2ncc(C(=O)c3ccccc3)c(N3CCN(Cc4ccccc4)CC3)c2cc1OC
  A: 122%[activator]	B: -8%	C: -15%	D: -22%	E: 12	F: -3%

19	COc1ccccc1C(CCNCc1ccc(N(C)C)cc1)c1ccc(OC(C)C)cc1 (centres undefined)
  A: 50%	B: 5%	C: 5%	D: ?	E: -101*	F: -4%

20	COCC(=O)N(Cc1cc2cc(OC)ccc2[nH]c1=O)c1ccccc1OC
  A: -19%	B: -3%	C: 2%	D: -7%	E: -18	F: -14%

21	CCOc1ccc(-c2n[nH]c(C)c2Oc2ccc(OC)cc2)c(O)c1
  A: -20%	B: ?	C: -7%	D: 11µM*	E: -18	F: -7%

22	COc1ccc2c(c1OC)C(=O)OC2N1C(=O)CC[C@H]1C(=O)Nc1ccc(F)cc1F (some centres undefined)
  A: -1%	B: -8%	C: -18%	D: 0.56µM*	E: 18	F: ?

23	COc1ccc(N=Nc2[nH]c3ccc(C)cc3c2O)cc1
  A: -39%	B: -13%	C: -17%	D: -14%	E: 34	F: -13%

24	COc1ccc(NC(=O)c2c(F)c(F)c(F)c(F)c2F)cc1Cl
  A: 3%	B: 3%	C: 1%	D: ?	E: -2	F: -6%

25	CC1CN(C(=O)c2cc(-c3ccc(Cl)s3)nc3ccccc23)CC(C)O1 (centres undefined)
  A: 130%[activator]	B: nt	C: 2%	D: ?	E: -16	F: 0%

26	Fc1ccc(C2=Nn3c(Cc4ccccc4F)nnc3SC2)cc1
  A: 0%	B: 3%	C: -22%	D: -13%	E: ?	F: -6%

27	COc1ccc(N2CC(C(=O)N[C@H](C(=O)NC3CCCCC3)C(C)C)CC2=O)cc1 (some centres undefined)
  A: -5%	B: nt	C: -14%	D: 3%	E: 40	F: 4%

28	CN(CC(=O)Nc1ccccc1Br)C(=O)CCC1CCCC1
  A: 77%[activator]	B: nt	C: -14%	D: 13%	E: -25	F: 0%

29	COc1ccc(-c2c(C)c3ccc(O)cc3oc2=O)cc1
  A: -48%	B: 4%	C: -1%	D: -23%	E: -11	F: -1%

30	Cc1csc(SCC(=O)Nc2ccc(F)cc2Cl)n1
  A: -15%	B: nt	C: nt	D: 0%	E: -28	F: nt

# Next records:
# Letters: A = AmpC no deterg; B = Giardia FBPA inh; C = Sm TGR inh; D = HCV inhibitor; E = HCMV inh; F = AmpC inh detg
31	COC(=O)CSc1nc2c(c(=O)[nH]c(=O)n2C)n1CCC(C)C
  A: -15%	B: 0%	C: 3%	D: 0%	E: -34	F: -3%

32	CCOc1cc2[nH]c(=S)n(C3CCN(Cc4ccccc4)CC3)c(=O)c2cc1OCC
  A: -23%	B: -3%	C: -4%	D: 5%	E: 37	F: ?

33	Cc1ccc(C)c(NS(=O)(=O)c2cc(C(=O)N3CCc4ccccc4C3)ccc2Cl)c1
  A: -11%	B: 2%	C: 9%	D: ?	E: -27	F: 3%

34	O=C(OCC(=O)N1CCc2ccccc2C1)c1ccc(OC(F)F)cc1
  A: -12%	B: nt	C: -7%	D: 2%	E: -9	F: -22%

35	Cc1cnc(C(=O)OC(C)C(=O)NCc2ccccc2)cn1 (centres undefined)
  A: -14%	B: nt	C: -4%	D: 26%	E: -6	F: -1%

36	CC(C)c1nnc(NC(=O)c2ccc3ccccc3c2)s1
  A: -18%	B: nt	C: 6%	D: 2%	E: 54	F: -9%

37	CC(C)(C)OC(=O)NCCc1nnc(SCC(N)=O)o1
  A: -7%	B: 0%	C: 2%	D: 18%	E: 19	F: ?

38	COc1ccc(NC(=O)NC(C)c2ccc3c(c2)OCO3)cc1OC (centres undefined)
  A: -33%	B: 1%	C: -9%	D: -13%	E: 31	F: ?

# Source: PubChem (National Center for Advancing Translational Sciences (NCATS))
